Rat MKP-3 inhibitors: MKP-3 phosphatase inhibitors, primary screen, biochemical, rat enzyme, in vitro (AID 425) | 110,000 compounds, 0.17% hits | inhibition, % at 20 µM; hits with a dose series show IC50 in µM | Dual specificity protein phosphatase 6 (Rattus norvegicus) | recombinant MKP-3 phosphatase activity, fluorescence; higher % means a stronger effect; in the data active means inhibition above about 50%;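 further: plate controls were vehicle for no effect and reference inhibitor for full effect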
Hsp70 displacement: Hsp70 inhibitors, probe displacement, primary screen, biochemical, fluorescence polarization (AID 583); Heat shock 70 kDa protein 1A (Homo sapiens); Hsp70 fluorescence polarization probe displacement, mP; higher % means a stronger effect; displacement, % at 20 µM, or IC50 in µM where a hit was titrated; 140,000 compounds, 0.06% hits; in the data active means displacement above about 50%;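 further: plate controls were vehicle for no effect and reference ligand for full effect; a part of the inactive calls stands beside numbers as strong as those of hits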
* hit, by the source's call; · = no result given; & = joins results of further samples.

Rat MKP-3 inhibitors	Hsp70 displacement	SMILES
-6%	·	CCC1CCCCN1C(=O)CSc1nnc(CNC(=O)COc2ccc(Cl)cc2)o1 (stereo not drawn)
-6%	1.1%	O=C1CC(N2CCOCC2)C(=O)N1CCN1C(=O)CC(N2CCOCC2)C1=O (stereo not drawn)
·	2.1%	CC(C)CCn1nnnc1C(C(C)C)N1CCC(C(N)=O)CC1 (stereo not drawn)
·	1.7%	CCOC(=O)N1CCN(CCC(=O)Nc2ccc(OC)cc2OC)CC1
0%	-5.0%	O=C(Nc1ccccc1)c1cccc(N2C(=O)CCC2=O)c1
5%	-1.9%	CCS(=O)(=O)c1nnnn1-c1ccccc1
3%	0.3%	Cc1ccc(S(=O)(=O)N2CCC(C(=O)N3CCC[C@H]3C(=O)NCc3ccccc3)CC2)cc1
·	-3.3%	CC(=O)Nc1c(O)nc(SCC(=O)Nc2sc3c(c2C#N)CCCCCC3)[nH]c1=O
2%	-0.3%	O=C(Nc1c(C(=O)N2CCCCCC2)cnn1-c1ccccc1)c1ccc(Br)cc1
9%	·	COc1ccc2c(c1)CCc1cc(C(=O)N3CCN(c4ccc(N5CCOCC5)nn4)CC3)sc1-2
-7%	4.9%	COc1cccc(C(=O)O/N=C(\N)c2ccccc2)c1
·	-1.7%	O=C(NCCOC(=O)c1ccc(Cl)cc1)c1cccnc1
-11%	0.2%	C=CCc1c(C)[nH]c2ccc(C)cc2c1=O
·	1.9%	O=C(NCC(=O)N(Cc1cccs1)C(C(=O)NC1CCCCC1)c1ccco1)c1ccco1 (stereo not drawn)
0%	-0.5%	CCC1(c2ccccc2)NC(=O)N(CC(=O)Nc2cccc(C#N)c2)C1=O (stereo not drawn)
-8%	-0.2%	O=C(CSc1nnc(-c2cccnc2)n1Cc1ccccc1)N1CCOCC1
1%	4.0%	CC(C)c1ccc(NC(=O)CC2SC(N)=NC2=O)cc1 (stereo not drawn)
4%	-4.2%	O=C(CCc1ccccc1)Nc1nnc(-c2ccc3c(c2)CCCC3)o1
-13%	-2.4%	CCOn1c(=O)c(-c2ccc(OC)cc2)[n+]([O-])c2ccccc21
-1%	4.2%	Cc1ccc(N(CC(=O)Nc2cccc3ccccc23)S(=O)(=O)c2ccccc2)cc1

6 records picked at random from those above, as already listed:
Rat MKP-3 inhibitors	Hsp70 displacement	SMILES
1%	4.0%	CC(C)c1ccc(NC(=O)CC2SC(N)=NC2=O)cc1 (stereo not drawn)
-11%	0.2%	C=CCc1c(C)[nH]c2ccc(C)cc2c1=O
·	-1.7%	O=C(NCCOC(=O)c1ccc(Cl)cc1)c1cccnc1
0%	-0.5%	CCC1(c2ccccc2)NC(=O)N(CC(=O)Nc2cccc(C#N)c2)C1=O (stereo not drawn)
-1%	4.2%	Cc1ccc(N(CC(=O)Nc2cccc3ccccc23)S(=O)(=O)c2ccccc2)cc1
4%	-4.2%	O=C(CCc1ccccc1)Nc1nnc(-c2ccc3c(c2)CCCC3)o1

(next part)
Rat MKP-3 inhibitors	Hsp70 displacement	SMILES
4%&2%	2.5%&1.8%	COc1ccc(OCC(=O)Nc2ccccc2OC)cc1
-9%	·	CC(=O)NC1C2CN3CCN(C2)CC1(Cc1ccccc1)C3 (stereo not drawn)
-4%	1.4%	CC(=O)N1C2CCCCC2S[C@H]2CCCCC21 (stereo partly drawn)
-12%	3.7%	NC(=O)c1ccsc1NC(=O)COc1ccccc1
-17%	0.2%	O=C(Cn1cnc2c(nnn2Cc2ccccc2)c1=O)N1CCCc2ccccc21
-16%	5.0%	O=C(NCc1cccs1)C1CCCN1C(=O)Nc1ccccc1 (stereo not drawn)
0%	0.7%	COC(=O)c1ccc(NC(=O)COc2c(C)cccc2C)cc1
-3%	4.3%	CCc1nc(NCCN2CCOCC2)c2oc3ccccc3c2n1
2%	0.4%	COc1ccc(/C=C/C(=O)c2ccc(F)cc2)c(OC)c1
5%	-3.0%	CSc1nnc2c(n1)OC=Nc1ccccc1-2
6%	1.6%	COc1ccccc1NC(=O)c1ccc(N)cc1
-2%	-0.3%	O=C(Nc1ccc(F)cc1)C1CCCCC1
4%	-3.4%	CCOc1ccccc1CN(CCc1ccc2c(c1)OCO2)Cc1cc(OC)ccc1OC
1%	-2.3%	COc1cc(SC)ccc1C(=O)OC1CCOC1=O (stereo not drawn)
-2%	3.0%	Cc1cc(C)c(NC(=O)C2CCCN2Cc2ccccc2)c(C)c1 (stereo not drawn)
-12%	1.5%	O=C(CSc1n[nH]c(-c2ccccc2)n1)c1ccc(O)c(O)c1
3%	-2.3%	O=C(CSc1nnc(CCCN2C(=O)c3cccc4cccc(c34)C2=O)n1-c1ccccc1)NCCCn1ccnc1
·	0.0%	c1ccc(-c2nc(N3CCNCC3)nc3ccccc23)cc1
·	2.4%	Cc1ccc(-c2c3c(=O)n(C)c(=O)n(C)c3cn2Cc2ccccc2)cc1
-6%	4.2%	COc1cc(C(=O)N2CCC(c3nc(-c4cccnc4)no3)CC2)cc(OC)c1OC
8%	1.1%	O=C(N/N=C\c1ccccc1O)c1cc(-c2ccccc2)nc2ccccc12
-4%	2.7%	COc1ccccc1CN(C(=O)c1ccco1)C(C(=O)NC1CCCC1)c1ccncc1 (stereo not drawn)
1%	-0.4%	CCCCCCS(=O)Cc1ccccc1 (stereo not drawn)
5%	-4.8%	CCOc1ccc(-c2cc(C)n3nc(C(=O)Nc4cc(OC)c(Cl)cc4OC)cc3n2)cc1
0%	-3.7%	COc1ccccc1NC(=O)C1=C(C)NC(SCC(N)=O)=C(C#N)C1c1ccco1 (stereo not drawn)
1%	-2.9%	COC(=O)C1=C(C)N(C)C(C)=C(C(=O)OC)C1c1cccc(F)c1
-1%	1.0%	O=C(Nc1cc(C(F)(F)F)cc(C(F)(F)F)c1)c1cc2ccccc2o1
-8%	-1.2%	O=C(COc1ccc(S(=O)(=O)NC2CCCCC2)cc1)N1CCN(c2ccc(F)cc2)CC1
-7%	-3.1%	CCOC(=O)Cn1nnc(-c2cccc(OC)c2)n1
-9%	1.9%	Cc1cccc(C)c1NC(=O)C(c1ccccc1)N1CCN(C(=O)c2ccco2)CC1 (stereo not drawn)
-1%	2.1%	COc1ccc(-c2nc3ccccc3c(=O)o2)c(OC)c1
·	3.3%	COc1ccc(S(=O)(=O)Nc2ccc3c(c2)OCO3)cc1C
·	-1.8%	COc1cc(C(=O)Oc2cccc(C)c2)cc(OC)c1OC
-6%	3.8%	CCC(=O)Nc1ccc2nc(SCC(=O)N3CCCC3)sc2c1
-17%	-1.6%	COc1cccc(N2CCN(Cc3nc(N)nc(Nc4ccccc4)n3)CC2)c1
3%	1.2%	CN(C)S(=O)(=O)c1ccc2c(c1)C(CC(=O)O)OC2=O (stereo not drawn)
·	-4.8%	CCCc1nc(NCc2ccccn2)c2nnn(Cc3ccccc3F)c2n1
-12%	-1.1%	CS(=O)(=O)N(CC(=O)N1CCN(c2ccccc2F)CC1)c1ccc2c(c1)OCCO2
·	8.0%	CC1OC2(OC1C)C(=O)Nc1ccccc12 (stereo not drawn)
-7%	0.0%	COc1cc(NC(=O)c2ccc(NS(=O)(=O)c3c(C)noc3C)cc2)cc(OC)c1
·	-7.5%	COc1ccc(F)cc1S(=O)(=O)NC1CCCC1
·	-0.2%	COc1ccc(OC)c(-n2c(-c3ccccc3)n[nH]c2=S)c1
2%	3.8%	CC(C)Sc1nc2sc3c(c2c2nnc(SCC(=O)NCc4ccco4)n12)CCCC3
-171%	0.3%	CC(C)(O)c1cn(-c2nonc2N)nn1
3%	-3.1%	COc1cc(/C=N\N2CCN(c3ccccc3OC)CC2)ccc1OCc1ccccc1
-13%	-3.6%	CCCCN1c2ccccc2N(CCCO)c2cc(C)nnc21
-3%	21%	COc1cccc(C2Nc3ccc4ccccc4c3C3=C2C(=O)CC(C)(C)C3)c1OCC(=O)O (stereo not drawn)
3%	-2.7%	O=C1c2ccc(-c3nc4ccccc4c(=O)o3)cc2C(=O)N1c1ccc([N+](=O)[O-])cc1
4%	-0.9%	CN1CCC(N(C)S(=O)(=O)c2ccccc2[N+](=O)[O-])CC1
-2%	1.8%	CC(C)C(=O)N1CCN(c2ccccc2N)CC1

(cont.)
Rat MKP-3 inhibitors	Hsp70 displacement	SMILES
-10%	0.6%	COc1ccc(NC(=O)NC2(C(=O)N3CCCCCC3)CCCCC2)cc1
7%	3.4%	CCOc1ccc(OCC)c(S(=O)(=O)N2CCCCC2)c1
2%	·	O=C(NCCN1CCN(Cc2ccccc2Cl)CC1)C(=O)Nc1ccc(F)cc1
2%	5.9%	Cn1c(=O)c(C2=NS(=O)(=O)c3ccccc3N2)c(O)c2ccccc21
·	-14%	C=CCn1c(=O)c(C(=O)Nc2cccnc2)c(O)c2ccccc21
-4%	-5.3%	O=C(/C=C\Nc1ccccn1)c1ccc2c(c1)OCO2
·	3.3%	Cc1ccc(C2CC2C(=O)NNC(=S)Nc2cccc(C)c2)cc1 (stereo not drawn)
-11%	-1.4%	O=c1c2c3c(sc2n2cnnc2n1C1CCCCC1)CCC3
1%	11%	O=C1Nc2ccccc2C12NN=C(c1ccccc1O)S2 (stereo not drawn)
-5%	-0.6%	CCN(CC(=O)Nc1ccc(OC)c(OC)c1)S(=O)(=O)c1ccc(C)cc1
-2%	4.7%	Cn1c(=O)oc2cc(S(=O)(=O)Nc3ccc(Cl)cc3F)ccc21
·	-2.1%	Cc1ccc(Cn2nc(C)c(NC(=O)C3CC3)c2C)cc1
-13%&-3%	2.2%&-0.8%	O=C1c2ccccc2C(=O)N1CCc1nc2ccccc2c(=O)n1Cc1ccco1
3%	-2.3%	Cc1cc(C)nc(/N=C(/N)Nc2ccc(OCCc3ccccc3)cc2)n1
2%	-1.4%	O=C(Cc1ccccc1)N1CCN(S(=O)(=O)c2ccc(Cl)cc2)CC1
·	-2.1%	Cn1c2ccc(F)cc2c2ncn(CCCN(CCO)CCO)c(=O)c21
·	-77%	CCN(CC)c1ccc(/C=c2\sc3nnc(-c4ccccc4Cl)n3c2=O)cc1
6%	18%	CCOc1ccccc1NC(=O)c1cc(S(=O)(=O)N2CCC3(CC2)OCCO3)ccc1F
·	-2.5%	CCCN1CCN(C(=O)c2ccc(Sc3ccc(C)cc3)c(NC(C)=O)c2)CC1
0%	-2.4%	Cc1cc(C)c2nc3s/c(=C/c4ccc(-c5cccc(Cl)c5)o4)c(=O)n3c2c1
2%	1.1%	COC(=O)c1cccc(N2C(=O)c3cccc([N+](=O)[O-])c3C2=O)c1
-1%	-35%	c1ccc(Nc2ccc3nc4ccccc4nc3c2)cc1
2%	4.9%	Cc1cccc(OCc2nc(-c3ccc(Cl)cc3)no2)c1
5%	-1.8%	O=C(Nc1ccc(Cc2ccncc2)cc1)c1ccc(-c2cccc([N+](=O)[O-])c2)o1
-1%	-0.2%	CCOc1ccccc1C(=O)Nc1cc(C)ccn1
0%	-2.1%	FC(F)(F)c1nnc2sc(-c3cccs3)nn12
-13%	1.4%	CCn1nc(NC(=O)c2ccncc2)c2cc3cc(C)ccc3nc21
-5%	0.3%	Cc1ccc2nsnc2c1NC(=O)c1ccc(Br)o1
-13%	·	O=C(CCCCn1c(=O)c2ccccc2n(CC(=O)Nc2ccccc2)c1=O)NCc1ccco1
·	5.2%	CN1C(=O)CC(NNC(=O)c2ccccc2)C1=O (stereo not drawn)

Entries of single compounds from above.
Profile of CCOc1ccccc1C(=O)Nc1cc(C)ccn1 = Rat MKP-3 inhibitors: -1%; Hsp70 displacement: -0.2%
Profile of O=C(Nc1ccc(Cc2ccncc2)cc1)c1ccc(-c2cccc([N+](=O)[O-])c2)o1 = Rat MKP-3 inhibitors: 5%; Hsp70 displacement: -1.8%

(more compounds)
Rat MKP-3 inhibitors	Hsp70 displacement	SMILES
·	0.8%	CCN(CC)Cc1c(O)ccc2occ(C(=O)c3ccc(OC)cc3)c12
-2%	2.9%	O=c1[nH]c2cc3c(cc2cc1C(c1nnnn1CC1CCCO1)N1CCCC1)OCO3 (stereo not drawn)
-9%	0.7%	NC(=O)Nc1ccc(Oc2c(F)c(F)c(F)c(F)c2F)cc1
-11%	0.1%	Cn1nc(-c2ccc(Cl)cc2)c2cc(C(=O)NCC3CCCO3)sc21 (stereo not drawn)
4%	-3.1%	Cc1sc(-n2c(C)cc(/C=N/n3cnnc3)c2C)c(C#N)c1C
5%	-0.6%	COC(=O)c1ccc(Oc2nc(NC(C)C)nc(NC(C)C)n2)cc1
3%	-2.5%	Cc1cc(=O)oc2cc(OC(=O)C(c3ccccc3)c3ccccc3)ccc12
-3%	-0.6%	CC1(C(=O)NC2CCCCCCC2)CCC(=O)N1Cc1ccco1 (stereo not drawn)
2%	-0.2%	COc1ccc(CNCc2cc(OC)c(O)c(OC)c2)cc1
-12%	-3.8%	CCc1ccccc1NC1=NCC(=O)N1Cc1ccc2c(c1)OCO2
3%	-6.8%	Cc1ccc(/C(N)=N/OC(=O)COc2ccc(Br)cc2)cc1
0%	8.3%&-3.7%	O=C(Cc1ccccc1)NCC1COc2ccccc2O1 (stereo not drawn)
-1%	3.2%	COc1ccc(OCCCCOc2ccc(Cl)c(C)c2)cc1

An excerpt (hit frequency here may not be typical).
